# Compound activity deposited in PubChem BioAssay by several laboratories.
# MEP2 TOR yeast – modulators of TOR pathway MEP2-GFP in S. cerevisiae; 330,000 compounds, 0.51% hits; S. cerevisiae MEP2-GFP strain, flow cytometry GFP, 3 h; 100% = DMSO control level; AID 2016; GFP response vs DMSO, % at 10 µM;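 active means GFP response versus DMSO above a set limit, roughly screen mean plus 3 SD, cut at about 180% in these data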;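 further: median GFP fluorescence of the barcode-gated MEP2-GFP cells per well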
# LAP4-GFP MLPCN – yeast TOR pathway LAP4-GFP modulation; S. cerevisiae LAP4-GFP multiplex, flow cytometry GFP, 3 h; median GFP as percent of DMSO wells; GFP response vs DMSO, % at 10 µM; 320,000 compounds, 0.34% hits;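 active means GFP response vs DMSO above a set limit, about the screen mean plus 3 SD, cut at about 150% in these data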
# RPL19A-GFP yeast – modulators of TOR pathway RPL19A-GFP in S. cerevisiae; S. cerevisiae RPL19A-GFP strain, flow cytometry, 3 h; active compounds read low; percent response vs DMSO, % at 10 µM; 330,000 compounds, 0.3% hits;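 active means percent response vs DMSO below 50%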;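 further: median channel GFP fluorescence of the barcoded RPL19A-GFP strain; ratio of sample median GFP to plate DMSO average so 100% = DMSO; lower means less RPL19A-GFP as with rapamycin TOR inhibition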
# proCasp3 act – procaspase-3 (human) activation; recombinant procaspase-3 D3A, Ac-DEVD-pNA absorbance 405 nm; activation, % at 8.5 µM; 330,000 compounds, 0.11% hits; AID 463141;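 active means activation above the mean of all tested compounds plus 3 SD, cut at about 21% in these data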;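 further: 0% = DMSO alone and 100% = DMSO wells spiked with extra 5 µM PC-3 D3A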
#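 Technique: 405 nm absorbance of p-nitroaniline, reads at 0 and 120 min; Test system: Procaspase-3 D3A mutant; Incubation: 1 h enzyme-compound preincubation, then 2 h substrate reaction, 25 °C; Repeats: singlicate, each compound tested once; Benchmarks: low control DMSO wells, high control DMSO plus 5 µM PC-3 D3A.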
# Yeast superoxide – lowers age-related superoxide in aged yeast cells; S. cerevisiae aged cells, superoxide DHE fluorescence; active compounds read low; superoxide response (% of plate mean), % at 10 µM; 330,000 compounds, 0.18% hits; AID 2690;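 active means superoxide response under a set limit, about three screen SD below normal, cut at about 65% in these data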;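 further: yeast aged for seven days with compound at 30 °C before DHE staining; 100% = average MFI of all compound-treated wells on the plate with controls excluded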
# JMJD2C inh – human JMJD2C demethylase inhibition | Q9H3R0 | 330,000 compounds, 0.069% hits | inhibition, % at 2.35 µM | GST-JMJD2C(1-420) H3K9me3 demethylation, DELFIA europium;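 active means more than half of a compound's replicate wells show inhibition beyond 50%, single wells judged on their own value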;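 further: signal counts dimethyl H3K9 product captured on neutravidin plate; 0% = median of DMSO wells and 100% = 0.3 times that DMSO median; strong numbers were not always called active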
# proCasp7 act – counter-screen: procaspase-7 (human) activation. 330,000 compounds, 0.093% hits. P55210. recombinant procaspase-7, Ac-DEVD-pNA absorbance 405 nm; D23A/D198A/D206A triple mutant, cannot self-cleave; scale: DMSO 0, 5 µM enzyme 100. activation, % at 8.5 µM. AID 463210;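 active means percent activation above the screen-wide mean plus 3 SD, cut at about 25% in these data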
#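 System: Uncleavable procaspase-7 mutant enzyme; Amount: 2 µM procaspase-7 mutant as dispensed; Schedule: 1 h compound preincubation, 2 h substrate cleavage, 25 °C; Measured by: 405 nm absorbance of p-nitroaniline; Evaluation: percent activation from buffer-corrected 0–120 min absorbance change; Control set: low DMSO alone, high DMSO plus 5 µM PC-7.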
# AHR activator – human AHR activation. 320,000 compounds, 2.5% hits. activation, % at 5 µM. P35869. AHR-responsive luciferase reporter cells, luminescence. AID 2796; in the data active means activation above about 47%;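 further: 0% = vehicle wells and 100% = reference agonist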
# Target sequence (P35869 whole entry, looked up): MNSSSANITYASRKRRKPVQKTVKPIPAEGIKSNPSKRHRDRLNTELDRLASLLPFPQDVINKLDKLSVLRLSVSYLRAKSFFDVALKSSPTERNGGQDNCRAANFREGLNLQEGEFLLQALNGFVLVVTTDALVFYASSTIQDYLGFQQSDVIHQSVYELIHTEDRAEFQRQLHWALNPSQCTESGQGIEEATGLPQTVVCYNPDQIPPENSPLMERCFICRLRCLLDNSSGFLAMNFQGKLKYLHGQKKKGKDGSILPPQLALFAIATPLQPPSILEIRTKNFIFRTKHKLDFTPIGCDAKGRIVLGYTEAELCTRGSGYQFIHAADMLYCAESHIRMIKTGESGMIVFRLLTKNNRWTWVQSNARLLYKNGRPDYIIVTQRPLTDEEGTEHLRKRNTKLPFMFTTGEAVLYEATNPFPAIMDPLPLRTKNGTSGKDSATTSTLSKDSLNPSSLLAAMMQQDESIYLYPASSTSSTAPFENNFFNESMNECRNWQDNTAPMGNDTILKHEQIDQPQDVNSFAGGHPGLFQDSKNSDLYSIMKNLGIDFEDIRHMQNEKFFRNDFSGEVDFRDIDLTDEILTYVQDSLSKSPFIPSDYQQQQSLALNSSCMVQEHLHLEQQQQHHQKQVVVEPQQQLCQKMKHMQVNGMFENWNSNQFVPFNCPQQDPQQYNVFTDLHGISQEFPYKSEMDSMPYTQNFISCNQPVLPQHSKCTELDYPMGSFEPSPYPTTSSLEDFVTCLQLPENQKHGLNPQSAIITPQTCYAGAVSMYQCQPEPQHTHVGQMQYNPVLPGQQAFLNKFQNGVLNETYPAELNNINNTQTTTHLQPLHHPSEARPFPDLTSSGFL
# Starred values were filed as active, the others as inactive; . = not tested or not shown; & = joins results of further samples; [ ] = another dose, or the depositor's remark.
(1) CC1(C)Cc2c(cnn2-c2ccccc2)C(NC(=O)CCN2CCCCO2)C1 (stereo not drawn)
(2) CCCCOC(=O)c1ccc(NC(=O)c2ccccc2OC)cc1
(3) Nc1nc(SCC(=O)Nc2ccccc2Oc2ccccc2)n[nH]1
(4) CCOC(=O)c1c(CN2CCN(CCO)CC2)n(C)c2cc(Br)c(OC)cc12
(5) COc1ccc(CNC(=O)C/C(C)=N/NC(=O)c2cc(OC)cc(OC)c2)cc1
(6) COc1cccc(C2C(C#N)=C(N)SC(c3ccccc3)C2[N+](=O)[O-])c1 (stereo not drawn)
(7) O=C(NCCN1CCCC1=O)Nc1ccccc1
(8) Cc1ccc2cc(C=O)c(Cl)nc2c1
Screen / compound no.	1	2	3	4	5	6	7	8
MEP2 TOR yeast	97.7	106.6	103.9	114.3	106.3	102.5	99.2	94.0
LAP4-GFP MLPCN	86.7	99.9	96.6	115.1	98.6	103.3	99.6	85.2
RPL19A-GFP yeast	94.3	102.0	99.3	114.5	101.2	104.2	99.2	100.5
proCasp3 act	2.5	-4.2	-7.3	-5.2	6.3	3.8	-2.9	9.9
Yeast superoxide	108.7	115.1	98.5	99.7	98.5	109.1	98.0	94.8
JMJD2C inh	-1.8	17.1	-2.6	1.3	5.2	-3.3	17.4	-3.6
proCasp7 act	-8.3	-0.9	-0.9	13.1	-2.7	8.1	4.8	-7.5
AHR activator	0.8	4.0	-0.8	3.2	15.6	-0.8	-0.7	1.8

# Given with values under each structure: part of the list above
# Sequence of screens – MEP2 TOR yeast | LAP4-GFP MLPCN | RPL19A-GFP yeast | proCasp3 act | Yeast superoxide | JMJD2C inh | proCasp7 act | AHR activator
4) CCOC(=O)c1c(CN2CCN(CCO)CC2)n(C)c2cc(Br)c(OC)cc12
→ 114.3 | 115.1 | 114.5 | -5.2 | 99.7 | 1.3 | 13.1 | 3.2
8) Cc1ccc2cc(C=O)c(Cl)nc2c1
→ 94.0 | 85.2 | 100.5 | 9.9 | 94.8 | -3.6 | -7.5 | 1.8
6) COc1cccc(C2C(C#N)=C(N)SC(c3ccccc3)C2[N+](=O)[O-])c1 (stereo not drawn)
→ 102.5 | 103.3 | 104.2 | 3.8 | 109.1 | -3.3 | 8.1 | -0.8
5) COc1ccc(CNC(=O)C/C(C)=N/NC(=O)c2cc(OC)cc(OC)c2)cc1
→ 106.3 | 98.6 | 101.2 | 6.3 | 98.5 | 5.2 | -2.7 | 15.6
2) CCCCOC(=O)c1ccc(NC(=O)c2ccccc2OC)cc1
→ 106.6 | 99.9 | 102.0 | -4.2 | 115.1 | 17.1 | -0.9 | 4.0
3) Nc1nc(SCC(=O)Nc2ccccc2Oc2ccccc2)n[nH]1
→ 103.9 | 96.6 | 99.3 | -7.3 | 98.5 | -2.6 | -0.9 | -0.8

# (continued)
(9) O=c1[nH][nH]c(=O)c2cc(N3CCCC3)ccc12
(10) COc1ccc2c(c1)O[C@H](c1ccc3c(c1)OCO3)[C@@H](OC(=O)N[C@H](C)C1CCCCC1)C2=O
(11) COc1ccc(CNC2=CC(=O)CC(C)(C)C2)cc1
(12) Cc1nc(SCc2c(F)cccc2Cl)n[nH]1
(13) COC(=O)CN1C(=O)[C@H]2[C@@H](c3ccc(C)o3)N3C(=O)CN(Cc4ccc(-c5ccccc5)cc4)C(=O)[C@@]3(C)[C@H]2C1=O
(14) O=C(NC1CCCCC1)C(c1ccncc1)N(CC1CCCO1)C(=O)C(F)(F)F (stereo not drawn)
(15) COc1ccc(Nc2nc(C(=O)NCCCN3CCOCC3)cs2)cc1
(16) Cc1ccc(C(=O)N[C@H](C(=O)OCc2cc(=O)n3c(n2)sc2ccccc23)C(C)C)cc1
Screen / compound no.	9	10	11	12	13	14	15	16
MEP2 TOR yeast	109.0	100.0	102.5	99.4	100.4	97.2	100.2	106.7
LAP4-GFP MLPCN	100.7	96.7	93.0	106.2	133.8	94.3	91.2	87.5
RPL19A-GFP yeast	109.2	98.5	101.5	99.6	104.0	97.8	97.8	109.9
proCasp3 act	-0.7	-8.4	1.1	3.1	6.3	-4.1	-4.0	-3.3
Yeast superoxide	95.4	91.4	84.3	89.1	108.3	96.7	95.9	108.1
JMJD2C inh	0.3	19.6	10.3	22.8	-4.2	-2.9	17.9	2.9
proCasp7 act	-4.7	-17.2	-4.2	9.0	-3.0	0.7	7.7	0.8
AHR activator	1.3	8.2	2.4	-3.7	-2.8	4.6	4.4	-1.8

(17) NC(=O)NC(Cc1ccccc1)C(=O)NNC(=O)COc1ccccc1Cl (stereo not drawn)
(18) CCCNC(=O)CNC(=O)c1ccc(C#N)cc1
(19) Cc1ccc(-c2cc(C(F)(F)F)c(C#N)c(SCC(=O)O)n2)cc1
(20) O=C(CSc1nc2ccccc2o1)NC1CCCC1
(21) COc1ccc(CCC(=O)NCC2CCCCC2)cc1OC
(22) COc1ccc(C)cc1CN1C(=O)c2ccccc2C1=O
(23) COc1ccccc1C(=O)Nc1ccc(-c2nnc(SCC(=O)O)n2C)cc1
(24) Cc1c(C(=O)NCCSCc2c(F)cccc2Cl)cnn1-c1ccc(Cl)cc1
Screen / compound no.	17	18	19	20	21	22	23	24
MEP2 TOR yeast	93.6	97.8	98.7	102.1	91.2	114.9	99.0	97.8
LAP4-GFP MLPCN	97.2	101.8	95.7	132.1	110.0	96.8	113.3	135.2
RPL19A-GFP yeast	95.2	99.3	105.4	94.4	97.7	115.5	98.3	94.1
proCasp3 act	-0.2	2.7	10.3	5.8	4.1	9.2	-8.8	-0.7
Yeast superoxide	86.4	79.3	108.2	91.4	86.9	87.8	91.5	97.0
JMJD2C inh	-2.9	.	-6.4	7.7	19.0	-10.5	-5.1	8.0
proCasp7 act	5.0	3.7	0.6	-0.3	7.6	7.7	4.9	0.9
AHR activator	2.3	-2.8	22.2	-0.9	-1.3	6.1	-2.3	-8.9

# Some of these compounds in order of the MEP2 TOR yeast value, largest number first:
no. | compound | MEP2 TOR yeast | LAP4-GFP MLPCN | RPL19A-GFP yeast | proCasp3 act | JMJD2C inh | AHR activator
23 | COc1ccccc1C(=O)Nc1ccc(-c2nnc(SCC(=O)O)n2C)cc1 | 99.0 | 113.3 | 98.3 | -8.8 | -5.1 | -2.3
18 | CCCNC(=O)CNC(=O)c1ccc(C#N)cc1 | 97.8 | 101.8 | 99.3 | 2.7 | . | -2.8
21 | COc1ccc(CCC(=O)NCC2CCCCC2)cc1OC | 91.2 | 110.0 | 97.7 | 4.1 | 19.0 | -1.3

# (continued)
(25) CCOC(=O)CSc1cc(=O)n(C)c2cc(Cl)ccc12
(26) CCN(CC)C(=O)c1nc[nH]c1C(=O)N1CCN(c2ccccc2)CC1
(27) CCN(Cc1ccncc1)C(=O)C1CCN(S(=O)(=O)c2cccs2)CC1
(28) CCc1n[nH]c(=S)n1/N=C/c1cc(Br)c(O)c(OC)c1
(29) Cc1nn(CCC(N)=O)c2nc(-c3cccs3)cc(C(F)(F)F)c12
(30) CC(C)(C)c1cnnn1-c1ccc(C(=O)CCl)cc1
(31) CC1CCC(C(=O)NC(C(=O)NCCc2ccc(S(N)(=O)=O)cc2)C(C)C)CC1 (stereo not drawn)
(32) CCc1ccc(-c2nc(CN3CCC(C(=O)NCCN(CC)c4ccccc4)CC3)c(C)o2)cc1
Screen / compound no.	25	26	27	28	29	30	31	32
MEP2 TOR yeast	98.2	102.9	98.2	100.2	104.2	141.4[may fluoresce violet]	106.3	90.1
LAP4-GFP MLPCN	93.6	108.8	92.2	110.3	81.4	94.0[may fluoresce violet]	92.5	95.5
RPL19A-GFP yeast	96.2	95.9	100.8	97.3	108.2	82.0[may fluoresce violet]	99.9	95.0
proCasp3 act	3.8	0.5	4.7	1.6	0.5	-6.6	1.6	9.7
Yeast superoxide	103.1	98.3	106.0	92.5	92.5	97.1	97.0	103.0
JMJD2C inh	-3.6	2.3	116.5	-4.5	3.9	-4.9	2.9	-16.5&6.9
proCasp7 act	7.3	-9.3	10.5	-8.5	-3.6	2.2	-18.2	11.9
AHR activator	2.5	0.8	0.5	5.4	-3.5	1.5	-0.5	3.7

(33) Cc1cccc(C)c1OCC(O)CN1CCN(c2ccccc2)CC1 (stereo not drawn)
(34) CCCC(=O)N1CCN(c2ccc(NC(=O)c3ccco3)cc2)CC1
(35) Cc1ccccc1-c1cnn(-c2cccc([N+](=O)[O-])c2)c1N
(36) CC(C)[N+](C)(C)CC(O)CN(c1ccccc1)c1ccccc1 (stereo not drawn)
(37) O=C(c1cccc([N+](=O)[O-])c1)c1ccc2c(c1)C(=O)NC2=O
(38) Cc1ccc(OC(=O)C2CCN(C(=O)c3ccccc3C)CC2)c(Br)c1
(39) CC(=O)Nc1ccc(S(=O)(=O)N(C)CC(=O)OC2CCCCC2=O)cc1 (stereo not drawn)
(40) CC1/C(=N/O)CC(c2ccccc2)N(C)C1c1ccccc1 (stereo not drawn)
Screen / compound no.	33	34	35	36	37	38	39	40
MEP2 TOR yeast	101.0	97.1	113.3	96.7	103.4	91.9	105.8	113.6
LAP4-GFP MLPCN	110.2	105.5	106.2	103.0	100.9	97.8	103.2	101.2
RPL19A-GFP yeast	95.4	96.6	103.2	101.4	96.0	93.7	102.3	100.3
proCasp3 act	-2.4	2.3	-5.7	-5.2	-4.6	5.2	9.5	-3.0
Yeast superoxide	93.1	98.4	106.2	86.4	106.7	99.0	89.8	91.3
JMJD2C inh	-47.7	5.1	-15.5	-4.0	13.6	16.1	-9.0	-2.6
proCasp7 act	1.9	-6.8	-1.3	-0.1	3.3	6.0	5.1	13.0
AHR activator	0.2	1.8	-3.2	1.7	0.2	-1.7	0.6	-1.5

(41) Cc1cc(C)c(S(=O)(=O)N2CCCC(C(=O)N3CCOCC3)C2)c(C)c1 (stereo not drawn)
(42) N#CCc1c(C#N)c(N)nc(Nc2ccccc2)c1C#N
(43) CCc1ccc(CNC(=O)C2CCC(=O)N(CCc3ccc(Cl)cc3)C2)nc1 (stereo not drawn)
(44) Cc1cc(Nc2cc(F)ccc2C)n2nc(C)nc2n1
(45) COc1cc2c(cc1OC)CN(C(=O)c1oc3ccccc3c1C)CC2
(46) Cc1cc(O)c(-c2cc(C(=O)Nc3ccc(S(=O)(=O)N4CCOCC4)cc3)[nH]n2)cc1C
Screen / compound no.	41	42	43	44	45	46
MEP2 TOR yeast	101.2	103.2	96.0	105.7	94.7	106.8
LAP4-GFP MLPCN	82.8	105.0	89.6	95.7	96.3	104.1
RPL19A-GFP yeast	107.9	100.5	96.7	97.8	101.5	104.7
proCasp3 act	8.3	1.5	0.3	11.7	-11.4	0.6
Yeast superoxide	104.1	108.5	92.4	95.7	104.2	103.3
JMJD2C inh	-1.5	-3.8	10.8	2.6	-23.1	-6.7
proCasp7 act	-8.3	-8.8	8.4	10.1	-2.8	-0.8
AHR activator	1.1	12.4	16.3	27.8	6.4	-8.3
